Screens from PubChem.
Rpn11 inh – blocks the human proteasome subunit Rpn11; O00487; 0.59% of 360,000 active; human 26S proteasome, Ub4-pepOG fluorescence polarization; 20S core pre-blocked with epoxomicin; calls only at 20 µM;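 active = inhibition at 20 µM, scaled to each plate's controls, above about 33%, limit read from the data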
Rin1-Abl PPI inh – human Rin1-Abl interaction inhibition; 0.4% of 360,000 active; P00519+Q13671; TR-FRET Rin1/Abl binding, biochemical; inhibition, % at 7.35 µM; in the data active = inhibition above about 5%, passing the limit was not always enough
Target sequence (P00519 whole entry, looked up): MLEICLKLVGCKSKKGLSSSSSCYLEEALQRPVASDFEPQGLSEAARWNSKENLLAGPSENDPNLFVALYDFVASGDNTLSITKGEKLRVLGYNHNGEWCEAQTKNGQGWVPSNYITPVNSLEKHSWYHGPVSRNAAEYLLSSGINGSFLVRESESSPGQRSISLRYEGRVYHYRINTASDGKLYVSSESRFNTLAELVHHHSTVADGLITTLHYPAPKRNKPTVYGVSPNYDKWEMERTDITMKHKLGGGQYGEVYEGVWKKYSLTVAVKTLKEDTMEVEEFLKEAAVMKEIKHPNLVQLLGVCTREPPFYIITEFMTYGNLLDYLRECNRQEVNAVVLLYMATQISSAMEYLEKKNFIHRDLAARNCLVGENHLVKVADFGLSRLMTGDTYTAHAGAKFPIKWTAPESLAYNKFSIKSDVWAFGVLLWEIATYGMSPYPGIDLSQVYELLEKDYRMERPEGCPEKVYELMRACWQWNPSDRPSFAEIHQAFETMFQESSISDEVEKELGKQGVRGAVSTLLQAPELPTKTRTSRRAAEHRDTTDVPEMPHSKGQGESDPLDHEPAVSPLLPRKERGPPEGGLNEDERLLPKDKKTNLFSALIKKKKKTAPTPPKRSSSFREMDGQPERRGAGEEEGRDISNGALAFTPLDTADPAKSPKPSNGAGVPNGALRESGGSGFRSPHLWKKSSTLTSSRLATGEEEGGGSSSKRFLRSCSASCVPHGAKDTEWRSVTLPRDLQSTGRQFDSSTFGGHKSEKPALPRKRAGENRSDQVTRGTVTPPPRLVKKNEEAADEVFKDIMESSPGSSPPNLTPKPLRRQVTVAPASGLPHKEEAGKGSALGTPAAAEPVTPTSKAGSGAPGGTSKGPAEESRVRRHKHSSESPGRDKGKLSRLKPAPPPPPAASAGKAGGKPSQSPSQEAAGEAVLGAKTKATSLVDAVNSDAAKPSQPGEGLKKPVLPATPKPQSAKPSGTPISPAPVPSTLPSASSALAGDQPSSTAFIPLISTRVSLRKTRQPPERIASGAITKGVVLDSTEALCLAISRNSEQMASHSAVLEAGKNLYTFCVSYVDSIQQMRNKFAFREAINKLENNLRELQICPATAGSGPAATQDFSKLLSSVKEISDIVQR
Target sequence (Q13671 whole entry, looked up): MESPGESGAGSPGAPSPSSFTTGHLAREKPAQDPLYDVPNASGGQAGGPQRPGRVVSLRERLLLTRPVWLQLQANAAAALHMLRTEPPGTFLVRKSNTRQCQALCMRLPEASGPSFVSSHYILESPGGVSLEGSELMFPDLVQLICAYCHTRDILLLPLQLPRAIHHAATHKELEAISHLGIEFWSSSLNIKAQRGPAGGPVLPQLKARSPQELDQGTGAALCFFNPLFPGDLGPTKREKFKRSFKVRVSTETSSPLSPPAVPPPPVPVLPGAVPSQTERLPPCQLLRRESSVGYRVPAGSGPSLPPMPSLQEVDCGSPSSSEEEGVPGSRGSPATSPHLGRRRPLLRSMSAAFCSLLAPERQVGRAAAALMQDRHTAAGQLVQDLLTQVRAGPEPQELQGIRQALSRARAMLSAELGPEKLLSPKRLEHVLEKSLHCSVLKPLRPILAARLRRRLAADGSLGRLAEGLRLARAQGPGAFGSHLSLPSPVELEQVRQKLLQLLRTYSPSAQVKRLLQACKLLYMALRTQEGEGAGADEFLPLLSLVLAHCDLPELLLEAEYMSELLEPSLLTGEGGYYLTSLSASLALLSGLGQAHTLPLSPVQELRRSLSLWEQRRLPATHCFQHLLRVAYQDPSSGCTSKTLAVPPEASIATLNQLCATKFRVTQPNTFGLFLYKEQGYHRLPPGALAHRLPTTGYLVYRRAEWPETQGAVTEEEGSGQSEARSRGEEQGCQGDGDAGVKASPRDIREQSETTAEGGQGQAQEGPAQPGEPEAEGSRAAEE
SKN-1 inh – blocks SKN-1 activity in C. elegans; C. elegans VP596 Pgst-4::GFP/RFP ratio, acrylamide-induced, 24 h; inhibition, % at 21.8 µM; 0.49% of 360,000 active;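 active = interference check ratio from 0.5 to 1.5 plus GFP to RFP signal ratio inhibition reaching or exceeding a fixed threshold, cut at about 30% in these data, passing the limit was not always enough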; also: some compounds called inactive have numbers as strong as hits
PABP1 MLLE inh – blocks PAM2 peptide binding to the PABP1 MLLE domain. P11940. AID 588489. 0.36% of 360,000 active. inhibition, % at 20 µM. GST-MLLE / FITC-PAM2 fluorescence polarization; in the data active = inhibition above about 35%, passing the limit was not always enough;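 also: plate controls were DMSO wells with GST-MLLE for no effect and wells lacking GST-MLLE protein for full effect; some results filed as inactive read as strong as hits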
Neddylation inh – blocks human cullin neddylation; TR-FRET cullin neddylation, biochemical; calls only at 25 µM; 0.58% of 360,000 active; AID 651699; in the data active = inhibition above about 36%
NadD inh – NadD (S. aureus) enzyme inhibition. purified NadD enzyme, colorimetric absorbance read-out. AID 602399. inhibition, % at 20 µM. 0.78% of 360,000 active; in the data active = inhibition above about 26%; also: some compounds past the cut are filed as inactive
MT1-MMP act inh – MT1-MMP (human) activation inhibition | GFP/RFP ratio change, % at 20 µM | 0.061% of 360,000 active | HT1080 RFP-PRO-GFP cells, GFP/RFP ratio fluorescence, overnight; percent of plate control window, DMSO zero;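 active = GFP/RFP ratio change of at least 30% with cell ATP level not reduced by more than half and red fluorescence within 50% of control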; also: strong numbers were not always called active
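Compound: 20 µM single dose, 1% DMSO / System: HT1080 RFP-PRO-GFP cells / Controls: DMSO and RFP-L50D-GFP cell wells / Read-out basis: GFP/RFP fluorescence ratio / Schedule: overnight compound exposure at 37 °C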
CSN inh – inhibitors of human CSN-mediated cullin deneddylation; inhibition, % at 12.5 µM; 0.38% of 360,000 active; Purified CSN, SCF-Nedd8-OG deneddylation, fluorescence polarization;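 active = pattern-corrected inhibition above about 35%, with an unprinted fluorescence ratio check between 0.5 and 1.5, limit read from the data, passing the limit was not always enough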;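 also: 0% = enzyme with substrate and 100% = substrate without enzyme; some results filed as inactive read as strong as hits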
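Assay system: purified human Csn5 enzyme expressed in HEK293T cells; measure: % inhibition; also added: SCFSkp2-Nedd8OG substrate at 10 nM final; technique: fluorescence polarization; times: reaction 90 min, room temperature; medium: Tris buffer pH 7.5, NaCl, DTT, Tween-20, trehalose, ovalbumin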
FAS TE block – blocks the thioesterase domain of human fatty acid synthase; 0.67% of 360,000 active; inhibition, % at 15 µM; recombinant FAS-TE, OMFH fluorogenic substrate, fluorescence endpoint;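 active = compounds whose normalised, plate-corrected inhibition of enzyme fluorescence in the single-dose primary screen is 50% or more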;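 also: 0% = DMSO with enzyme and 100% = substrate without enzyme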
The depositor's hits bear a star; i = inactive; . = no result given; + = active, no number.

SMILES	Rpn11 inh	Rin1-Abl PPI inh	SKN-1 inh	PABP1 MLLE inh	Neddylation inh	NadD inh	MT1-MMP act inh	CSN inh	FAS TE block
COc1ccc(N2CC(C(=O)NCCC3=CCCCC3)CC2=O)c(OC)c1 (configuration not stated)	i	-1	-4	4	i	0	3	0	-1
COc1ccc(/C=N/NC(=O)c2c(Br)cnn2C)c2ccccc12	i	-1	10	6	i	-3	3	1	5
CC(NC(=O)CCNS(=O)(=O)c1ccc2c(c1)c(=O)n(C)c(=O)n2C)c1ccccc1 (configuration not stated)	i	-2	9	11	i	-3	3	-2	0
CCOC(=O)CSc1nc2cc(C(=O)NCc3ccco3)ccc2c(=O)n1-c1ccc(F)cc1	i	-4	11	-8	i	15	4	2	-4
O=C(N/N=C/C(Cl)=C/c1ccccc1)c1ccncc1	i	0	-12	-3	i	-2	1	-2	-3
CCn1c(CC(C)C)n[nH]c1=S	i	5	-4	2	i	-2	-2	3	-4
NS(=O)(=O)c1ccc(NC(=O)CN2CCN(Cc3ccccc3)CC2)cc1	i	4	-17	0	i	-1	4	2	-7
COc1nc(-c2ccccc2)c2cc(C)ccc2n1	i	-2	5	-5	.	1	1	0	2
COc1ccc(CC(=O)N2CCCc3ccccc32)cc1	i	6	1	6	i	5	1	-3	-2
C=CCSc1nnc2c(n1)-c1cccc3cccc-2c13	i	-5	53*	15	i	-5	-1	-1	11
c1ccc(C2=NOC(c3nnc(-c4ccccc4)o3)C2)cc1 (configuration not stated)	i	-2	5	15	i	-2	5	-2	-10
CCCc1cc(=O)oc2cc(OCc3nn[nH]n3)ccc12	i	0	22	2	i	4	-2	4	-5
COc1ccc(/C=C/C(=O)Nc2cc(S(=O)(=O)N3CCOCC3)ccc2N2CCCC2)cc1OC	i	1	-12	2	i	0	-4	0	2
COc1ccccc1C(=O)Nc1ccc(S(=O)(=O)N(C)c2ccccc2)cc1	i	1	0	8	i	-12	6	-2	32
Cc1ccc(Cn2c(C)c(C(=O)NCc3ccc(Cl)c(Cl)c3)sc2=O)cc1	i	-2	6	-2	i	-6	8	-11	28
CCOC(=O)c1cc(-c2ccccc2)sc1NC(=O)COC(=O)c1ccc(Cl)c(S(N)(=O)=O)c1	i	0	10	-3	i	42*	6	1	2
O=C(COC(=O)c1ccccc1O)Nc1ccc(OC(F)F)cc1	i	-1	0	9	.	-2	2	0	12
CC(=O)CCc1c(C)c2cc(C)ccc2[nH]c1=O	i	2	16	-8	i	6	-3	-1	-2
Cn1nnc(NC(=O)c2ccccc2F)n1	i	0	12	8	i	7	5	0	-5
NS(=O)(=O)c1ccc(CCNC(=O)c2ccc3nc4ccc(Cl)cc4c(=O)n3c2)cc1	i	3	7	0	+	19	4	-10	4
Cc1noc(C)c1C(=O)Nc1cccnc1	i	2	-7	-10	i	0	-4	3	-6
Cc1cccc(C(=O)NCCCn2ccnc2)c1C	i	-2	11	-15	i	-2	-1	-2	-4
COc1ccc(CCNC(=O)CN(c2ccc(OC)c(OC)c2)S(C)(=O)=O)cc1	i	1	-17	-3	i	2	0	3	-4
Cc1ccc(C2C(C#N)=C(N)N(N(C)C)C3=C2C(=O)CCC3)cc1 (configuration not stated)	i	-3	12	11	i	2	4	1	-8
COC(=O)c1nn(-c2cccc(C)c2)c2nnc(Cc3ccccc3)c(=O)n12	i	-1	11	-8	i	-6	3	-1	-5

Additional results:
SMILES	Rpn11 inh	Rin1-Abl PPI inh	SKN-1 inh	PABP1 MLLE inh	Neddylation inh	NadD inh	MT1-MMP act inh	CSN inh	FAS TE block
CCOC(=O)C1=C(C)N=C(SC)N(C)C1c1ccccc1 (configuration not stated)	i	-2	-6	-8	i	-7	-3	-1	3
Cc1ccccc1OCC(=O)N/N=C/c1cc2ccccc2nc1Cl	i	-2	16	-1	i	-2	-5	3	11
O=C(c1cc(-c2ccco2)nc2ccccc12)N1CCCC(C(F)(F)F)C1 (configuration not stated)	i	3	1	-3	+	8	-7	21	2
O=C(CC1CCCCC1)N1CCN(c2ccccn2)CC1	i	0	10	11	i	-4	-3	1	-6
O=C(NCCCCc1ccccc1)Nc1ccc(F)cc1	i	2	-8	-2	i	-1	2	3	8
O=C1C[C@@H]2c3c(cccc3CN1Cc1ccc(Cl)cc1)C[C@@H](O)[C@H]2O	i	3	-2	1	i	0	0	-3	-1
Cc1cccc(OCCC(=O)OCc2csc(CC(=O)Nc3ccccc3C)n2)c1	i	3	6	-9	i	-4	0	1	10
Cc1nc2ccccc2nc1OCC(=O)NCC(F)(F)F	i	-2	-12	9	i	0	-2	-2	-9
Cc1ccc(-c2nc(-c3ccncc3)no2)cc1Cl	i	0	12	-6	i	-5	1	5	1
CCOC(=O)Cn1cc(C(=O)C2CC2)c2ccccc21	i	-1	17	13	i	-3	5	-2	-7
O=C(CCCCCNC(=O)N1CCn2c1nc1ccccc12)NCCc1ccccc1	i	-1	11	-16	i	0	2	-2	0
Cc1ccc(Nc2ccc(C(=O)NC3CCCCC3)cn2)cc1	i	-2	5	5	i	-5	7	-1	1
N#CCc1ccc(Oc2ncc(C(F)(F)F)cc2Cl)cc1	i	2	6	4	i	-2	2	-8	-2
Cc1ccc(-c2n[nH]c(=S)n2/N=C/c2ccc(C(=O)O)cc2)cc1	i	0	0	-19	i	1	-1	3	-9
CCOc1ccc(N2C(=O)CN(c3cccc4ccccc34)C2=S)cc1	i	0	3	-4	i	6	2	-5	-11
CN(CC(=O)O)S(=O)(=O)c1cccs1	i	2	1	7	i	0	-1	-4	-2
COc1cnn(-c2cc(Oc3ccc(C)cc3)ncn2)c(=O)c1Cl	i	0	1	-6	i	3	7	-4	-3
C=CCOc1cccc(C2C(C(=O)c3ccc(C)o3)=C(O)C(=O)N2Cc2ccncc2)c1 (configuration not stated)	i	-5	-1	-3	i	20	3	2	-1
COc1cc(CCC(=O)Nc2cnc3ccccc3c2)cc(OC)c1OC	i	-1	-1	12	i	2	0	8	-1
Cc1cc2cc(CN(Cc3cccs3)C(=S)NCC3CCCO3)c(=O)[nH]c2cc1C (configuration not stated)	i	0	6	-119	i	2	-4	2	17
Cc1ccccc1NC(=S)NNC(=O)c1ccncc1	i	-2	11	14	i	-8	-5	-7	-8
O=S1(=O)CCN2C=Nc3sc4c(c3C2=N1)CCCC4	i	-4	17	6	i	2	-1	-2	-2
CC(C)c1ccc(C2C(C#N)=C(N)Oc3c2oc(CO)cc3=O)cc1 (configuration not stated)	i	-2	-4	-5	i	1	-9	3	2
O=Cc1cn(-c2ccccc2)nc1-c1ccc(F)cc1	i	-3	13	-6	i	-4	-1	0	14
Cc1c(O)ccc(/C=N/Nc2nc(-c3cccnc3)nc3ccccc23)c1O	i	-3	2	-21	i	36*	-21	2	3

More records
SMILES	Rpn11 inh	Rin1-Abl PPI inh	SKN-1 inh	PABP1 MLLE inh	Neddylation inh	NadD inh	MT1-MMP act inh	CSN inh	FAS TE block
Nc1nnnn1/N=C/c1cc([N+](=O)[O-])ccc1O	i	2	-3	4	i	-6	-6	-3	-3
COc1ccc(C(=O)C2CCN(C(=O)c3ccco3)CC2)cc1	i	0	-1	6	i	-9	1	-2	-2
COC(=O)C1C(c2ccccc2)NC(=O)NC1(O)C(F)(F)Cl (configuration not stated)	i	2	0	-5	i	-12	0	-4	-7
O=S(=O)(Cc1ccccc1)C(c1ccccc1)S(=O)(=O)Cc1ccccc1	i	2	21	-8	i	-9	-1	1	7
COc1cccc(Cn2nnc(C(=O)NCCc3ccc(Cl)cc3)c2N)c1	i	1	-4	-3	i	-11	4	-1	-4
Cc1ccc2[nH]c(CNC(=O)c3ccc(F)cc3)cc2c1	i	-3	1	-6	i	-3	0	-5	1
CCS(=O)(=O)N1CCC(C(=O)NCc2ccco2)CC1	i	1	-9	1	i	0	-1	0	-8
COc1cccc2cc(-c3cc(=O)oc4cc(C)c(OCC(C)=O)cc34)oc12	i	0	10	-3	i	-10	0	-3	-1
O=S(=O)(NCCN1CCOCC1)c1ccc(Cl)s1	i	-2	-6	-3	i	-2	0	0	-6
CCOc1ccccc1-c1nc(CN2CCC(C(=O)N3CCOCC3)CC2)c(C)o1	i	2	-9	-1	i	-2	0	-1	-2
O=C(N/N=C/C=C\c1cccc([N+](=O)[O-])c1)c1ccccn1	i	1	5	-14	i	8	1	14	0
O=C(CCS(=O)(=O)c1ccc(Br)cc1)N1CCN(c2ccc(F)cc2)CC1	i	0	7	2	i	0	2	-6	3
COCCn1c(=N)c(C(=O)NCCc2ccccc2)cc2c(=O)n3cccc(C)c3nc21	i	-5	0	-6	.	-3	7	4	0
Fc1cc(Br)cc(F)c1NC(=S)N1CCOCC1	i	1	6	14	i	-5	1	1	-5
CC(=O)Oc1ccc(-c2nc(-c3cccnc3)no2)cc1	i	-4	3	-17	i	-2	-6	0	-3
Cc1csc2ncc(C(=O)Nc3ccc4c(c3)OCCO4)c(=O)n12	i	-2	1	3	i	7	1	2	5
Cc1cc(SCC(=O)N2CCC(c3noc4ccc(F)cc34)CC2)nc2ccccc12	i	0	6	12	i	3	-7	6	22
CC12CCC(O)CC1=CCC1C2CCC2(C)C1CCC21CCC(=O)O1 (configuration not stated)	i	-1	-4	-4	i	-16	6	-2	29
COc1ccc(CNC(=O)CN(Cc2cccs2)C(=O)CCC(=O)Nc2ccccn2)cc1	i	0	11	-2	i	-7	2	-4	-1
COCCNc1oc(/C=C/c2ccccc2)nc1C#N	i	-3	22	6	i	-7	3	-3	-2
Cc1cccc(NS(=O)(=O)c2nnc(NC(=O)c3ccccc3F)s2)c1	i	-2	14	1	i	-1	0	-4	-2
COc1ccc(-c2noc(CCCC(=O)O)n2)cc1	i	3	-23	-5	i	8	1	6	-7
Clc1ccc(-c2nnc(SCc3cn4ccsc4n3)n2CC2CCCO2)cc1 (configuration not stated)	i	4	-18	-56	i	1	-4	3	-6
Clc1ccc(-n2cc(COCc3ccccc3)nn2)cc1	i	5	-3	15	i	3	-3	-10	6
Cc1ccc(NCc2nnc(SCC(=O)N3c4ccccc4Sc4ccccc43)o2)c(C)c1	i	1	0	-5	i	9	-5	-9	24
Cc1ccc2[nH]c(=O)c(CN(CCO)C(=O)N(C)C)cc2c1	i	6	2	-3	i	-5	5	3	-10
O=C(Nc1ccc(OCc2ccccc2Cl)cc1)c1cccnc1	i	0	10	7	i	-7	6	0	8
COc1cc2c(cc1OC)NC(=O)C2	i	1	-4	-3	i	-3	-1	5	-9
Cc1nnc(SCC(=O)Nc2ncc(S(=O)(=O)c3ccc([N+](=O)[O-])cc3)s2)s1	i	-1	-1	3	i	3	1	0	12
CCC(C(=O)OC)(C(=O)OC)c1ccc([N+](=O)[O-])cc1	i	2	7	6	i	-12	0	-9	2

6 of the compounds above, bar-delimited.
SMILES | Rpn11 inh | Rin1-Abl PPI inh | SKN-1 inh | PABP1 MLLE inh | Neddylation inh | NadD inh | MT1-MMP act inh | CSN inh | FAS TE block
CCS(=O)(=O)N1CCC(C(=O)NCc2ccco2)CC1 | i | 1 | -9 | 1 | i | 0 | -1 | 0 | -8
COc1cccc2cc(-c3cc(=O)oc4cc(C)c(OCC(C)=O)cc34)oc12 | i | 0 | 10 | -3 | i | -10 | 0 | -3 | -1
O=S(=O)(NCCN1CCOCC1)c1ccc(Cl)s1 | i | -2 | -6 | -3 | i | -2 | 0 | 0 | -6
CCOc1ccccc1-c1nc(CN2CCC(C(=O)N3CCOCC3)CC2)c(C)o1 | i | 2 | -9 | -1 | i | -2 | 0 | -1 | -2
O=C(N/N=C/C=C\c1cccc([N+](=O)[O-])c1)c1ccccn1 | i | 1 | 5 | -14 | i | 8 | 1 | 14 | 0
O=C(CCS(=O)(=O)c1ccc(Br)cc1)N1CCN(c2ccc(F)cc2)CC1 | i | 0 | 7 | 2 | i | 0 | 2 | -6 | 3
